CHRM1 agonist = human M1 muscarinic receptor agonism; P11229; CHO-K1 hM1, Fluo-8 calcium fluorescence, agonist mode; 0% DMSO, 100% acetylcholine EC100; activation, % at 3 µM; actives 0.33% (n = 360,000);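 active = activation above the run's mean compound activation plus 3 SD, cut at about 16% in these data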;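 note: peak over basal fluorescence ratio within a 140 s kinetic read after compound addition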
Target sequence (P11229 whole entry, looked up): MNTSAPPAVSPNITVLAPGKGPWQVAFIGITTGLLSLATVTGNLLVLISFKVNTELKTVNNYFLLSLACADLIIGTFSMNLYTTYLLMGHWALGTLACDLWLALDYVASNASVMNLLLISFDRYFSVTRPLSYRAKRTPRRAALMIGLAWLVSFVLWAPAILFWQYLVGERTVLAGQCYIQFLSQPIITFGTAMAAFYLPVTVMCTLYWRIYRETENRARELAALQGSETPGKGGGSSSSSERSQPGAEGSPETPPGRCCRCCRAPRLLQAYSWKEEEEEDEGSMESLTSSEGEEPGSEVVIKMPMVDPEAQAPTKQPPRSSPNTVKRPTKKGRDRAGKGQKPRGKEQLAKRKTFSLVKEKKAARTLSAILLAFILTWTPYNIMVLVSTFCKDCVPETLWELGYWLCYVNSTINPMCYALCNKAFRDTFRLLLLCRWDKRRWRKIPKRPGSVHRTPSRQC
CHRM1 antagonist = human CHRM1 antagonism. P11229. CHO-K1 hM1, Fluo-8 calcium fluorescence, ACh EC80 antagonist. inhibition, % at 3 µM. actives 1.3% (n = 360,000);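 active = percent inhibition above its own plate's cutoff, namely the mean of that plate's compound wells plus 3 SD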;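 note: peak over basal fluorescence ratio during 140 s after agonist addition; 0% = ACh EC80 plus DMSO and 100% = DMSO alone without agonist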
CHO-K1 Ca antag = M1 antagonist counterscreen hit in parental CHO-K1 cells; ATP-induced calcium, Fluo-8 fluorescence; actives 0.6% (n = 360,000); inhibition, % at 3 µM;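 active = inhibition above a per-plate cutoff, the plate's mean sample inhibition plus 3 SD, cut at about 24% in these data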;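 note: 0% = DMSO plus EC80 ATP and 100% = DMSO alone without ATP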
CHRM4 antagonist = blocks acetylcholine activation of human M4 receptor; P08173; CHO-hM4 cells, ACh EC80, Fluo-8 calcium fluorescence; inhibition, % at 3 µM; actives 0.73% (n = 360,000); AID 624125;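 active = inhibition above its plate's cutoff, the mean inhibition of sample wells plus 3 SD, cut at about 27% in these data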;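 note: 0% = acetylcholine EC80 with DMSO and 100% = DMSO without agonist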
CHRM1 PAM = human CHRM1 positive allosteric modulation; actives 0.088% (n = 360,000); AID 588819; activation, % at 3 µM; CHO-K1 hM1, Fluo-8 calcium fluorescence, ACh EC20; 0% = ACh EC20, 100% = maximal ACh; P11229; in the data active = activation above about 19%, passing the limit was not always enough
CHRM4 agonist = CHRM4 agonism in calcium assay; P08173; CHO-K1 hM4/Gqi5, Fluo-8 calcium fluorescence; vehicle 0%, full acetylcholine response 100%; activation, % at 3 µM; actives 0.14% (n = 360,000);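 active = activation above the run mean over all test wells plus 3 SD, cut at about 32% in these data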;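 note: peak over basal fluorescence ratio per well then scaled between controls; 0% = DMSO wells and 100% = acetylcholine at EC100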
OXTR potentiate = human OXTR potentiation | P30559 | CHO-OTR cells, Fluo-8 calcium fluorescence, potentiator mode; 0% = oxytocin EC15, 100% = EC100 | activation, % at 3 µM | actives 0.061% (n = 320,000) | AID 2445;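 active = activation above that plate's cutoff, the mean activation of tested compounds plus 3 SD, cut at about 6.6% in these data, passing the limit was not always enough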;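 note: 100% uses oxytocin at 75 nM as the full agonist control; some results filed as inactive read as strong as hits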
Target sequence (P30559 whole entry, looked up): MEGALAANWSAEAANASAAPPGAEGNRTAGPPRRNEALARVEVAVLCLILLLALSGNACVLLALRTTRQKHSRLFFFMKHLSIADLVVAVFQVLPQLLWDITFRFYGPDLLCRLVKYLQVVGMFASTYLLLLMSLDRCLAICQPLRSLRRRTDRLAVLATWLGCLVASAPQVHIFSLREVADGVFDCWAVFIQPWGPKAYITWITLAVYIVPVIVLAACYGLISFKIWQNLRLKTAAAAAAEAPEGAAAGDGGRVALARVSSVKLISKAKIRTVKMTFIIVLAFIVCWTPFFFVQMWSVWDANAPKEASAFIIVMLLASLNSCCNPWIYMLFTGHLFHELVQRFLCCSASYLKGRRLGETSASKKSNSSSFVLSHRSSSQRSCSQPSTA
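Replication – single well per compound, singlicate · Assay system – CHO cell line stably expressing human OTR · Timing – 6 min pre-incubation, 100 s read · Measure – normalized max/min fluorescence ratio, % activation · Doses – 3.0 µM, one dose · Detection – Fluo-8 calcium dye fluorescence · Probe or stimulus – oxytocin near EC15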
CHO parental Ca = signal in parental CHO cells, OX1R antagonist counter-screen | parental CHO-K1, ATP-induced calcium, Fluo-8 fluorescence | inhibition, % at 5.6 µM | actives 0.63% (n = 330,000) | AID 463079;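 active = inhibition above that plate's mean sample inhibition plus 3 SD, cut at about 26% in these data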;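 note: 0% = ATP-challenged DMSO wells and 100% = DMSO wells without ATP; some compounds past the cut are filed as inactive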
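Test system: untransfected parental CHO cell line. Compound: one dose, 5.6 µM nominal. Detection: intracellular calcium via Fluo-8 no-wash fluorescent dye. Measure: % inhibition. Benchmarks: ATP-challenged DMSO wells low, unchallenged DMSO wells high.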
M1 ag parental = counter-screen for M1 agonists: effect in parental CHO-K1 cells. Fluo-8 calcium fluorescence; scaled to maximal ATP response, vehicle zero. activation, % at 3 µM. actives 0.48% (n = 360,000). AID 602248; in the data active = activation above about 15%;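 note: untransfected CHO-K1 host cells lacking M1 receptor as counterscreen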
Active calls of the source: *; · = no result given; & = joins results of further samples.

SMILES | CHRM1 agonist | CHRM1 antagonist | CHO-K1 Ca antag | CHRM4 antagonist | CHRM1 PAM | CHRM4 agonist | OXTR potentiate | CHO parental Ca | M1 ag parental
COC(=O)c1noc(C)c1-c1ccnn1C(=O)c1ccc(Cl)cc1 | 0 | 30 | 5 | 8 | -14 | 13 | 2 | -5 | 4.2
Cc1ccc(N2CC(C(=O)NC3=NCCS3)CC2=O)cc1 (stereo not drawn) | -1 | -4 | -8 | -9 | 5 | 0 | -13 | -4 | 0.4
Cc1ncc(CO)c(/C=N/NC(=O)c2ccoc2C)c1O | 6 | -7 | 0 | -5 | 21 | 1 | · | · | 0.0
CC(C)(C)C(=O)N1CCN(c2ccc([N+](=O)[O-])cc2Cl)CC1 | 1 | -12 | 14 | 0 | -4 | 9 | -11 | 0 | 3.0
[2H]C(CCOS(N)(=O)=O)c1ccccc1 (stereo not drawn) | -2 | -3 | -5 | -17 | 2 | 0 | -1 | 8 | 0.5
O=[N+]([O-])c1ccc(C=NNc2ccccc2)cc1 | -1 | -13 | -5 | -7 | 10 | 1 | · | · | 0.9
O=C(CN1CCN(c2ccccc2)CC1)Nc1ccncc1 | 2 | -5 | -4 | -10 | 2 | 3 | -16 | -5 | 2.7
NC(=O)COC(=O)CCCc1nc2ccccc2s1 | -4 | -10 | 0 | 10 | 10 | 1 | -4 | -4 | 0.5
Cc1ccccc1NC(=O)CN1CCN(C(=O)c2ccco2)CC1 | -3 | -13 | 8 | -4 | 12 | 1 | -8 | 1 | 4.7
O=c1cc(Nc2ccc3c(c2)OCCO3)[nH]c(=O)n1Cc1ccc(F)cc1 | -1 | -1 | -13 | -12 | -3 | 2 | -9 | 3 | 3.8
O=C(Cc1ccc(Cl)cc1)NNc1c(F)c(F)cc(F)c1F | -7 | -2 | 15 | -14 | -1 | 3 | -2 | -16 | -0.4
CC(C)NC(=O)C1(C)CCCN1C(=O)c1ccc2c(c1)C(C)(C)CCC2(C)C (stereo not drawn) | -2 | -35 | 6 | -12 | 26 | 0 | · | · | 0.4
Cc1noc(NS(=O)(=O)c2ccc(NC(=O)c3ccccc3NS(=O)(=O)c3ccc(F)cc3)cc2)c1C | -2 | -4 | -6 | 0 | 7 | 0 | 2 | -6 | 1.5
O=C(NCc1cc(Cl)cc(Cl)c1)c1ccc2sc([C@@H]3O[C@H](CO)[C@H](O)[C@H](O)[C@H]3O)nc2c1 | 0 | -12 | 5 | 2 | 1 | -1 | · | · | -1.2
OCCN(CCO)CC(O)CN(c1ccccc1)c1ccccc1 (stereo not drawn) | -6 | -20 | -2 | -6 | 15 | 0 | 3 | -11 | -0.1
CN1CCN(C(=O)c2cccc(-c3ccc4nncn4c3)c2)CC1 | -4 | -21 | -12 | 1 | 16 | 1 | · | · | 0.9
CCC(O)(C(=O)Nc1ccccc1C(F)(F)F)c1ccccc1OC (stereo not drawn) | -4 | 3 | -14 | 4 | 10 | -1 | -1 | -28 | -0.4
CCCCCCSc1cc(-c2nc3ccc(Cl)cn3c2NC2CCCCC2)ccc1OC | -6 | -11 | -15 | -4 | 10 | 2 | -3 | -22 | 0.7
O=C(CN1C(=O)NC2(CCCc3ccccc32)C1=O)NCC(F)(F)F (stereo not drawn) | -3 | -9 | -5 | -3 | 14 | 2 | -10 | -6 | 0.8
CCCCC(=O)NC1=C(C(=O)OC)SCC1 | -4 | 6 | -9 | 5 | -7 | 0 | 2 | -16 | 0.5
CCOc1ccc(S(=O)(=O)N2CCCC(C(=O)NCc3cccnc3)C2)cc1Cl (stereo not drawn) | -9 | -3 | -11 | 4 | -1 | 3 | -13 | -13 | 1.3
COc1ccc(S(=O)(=O)Nc2cc3c4c(c2)CCN4C(=O)CC3)cc1OC | -2 | -6 | 1 | -10 | 5 | 2 | -10 | -5 | 0.9
C=CCCCCCCCCC(=O)NN | -1 | 1 | -29 | -2 | 8 | 3 | -2 | -12 | 0.5
COc1ccc(N2CCN(CCNC(=O)Nc3ccc(C)c(Cl)c3)CC2)cc1 | -1 | -14 | -12 | -2 | 11 | 10 | -19 | -2 | 18*
CC(C)CC(=O)Nc1ccc(C(=O)CN2C(=O)NC3(CCOc4ccccc43)C2=O)cc1 (stereo not drawn) | 5 | 10 | 10 | 2 | 7 | 5 | -8 | -9 | 0.3
O=C(CN1CCN(C2CCCCC2)CC1)c1c[nH]c2ccccc12 | -5 | -32 | 0 | -6 | 6 | 1 | -1 | 3 | -0.2
O=C(O)CCCNS(=O)(=O)/C=C/c1ccccc1 | -4 | -3 | 3 | -4 | 4 | 0 | -3 | -2 | 0.3
CC1(C(=O)NS(=O)(=O)c2ccc(C#N)cc2)CCN1C(=O)Cc1cc(F)ccc1F (stereo not drawn) | 0 | -7 | 21 | -13 | 2 | 1 | · | · | 2.1
CCOC(=O)c1c(C)n(C)c2ccc(OCC(N)=O)cc12 | -3 | -3 | 1 | -21 | 4 | 1 | -1 | -6 | -0.6
CCCCn1nc(C(=O)N[C@@H](CCSC)c2nc3ccccc3[nH]2)c2ccccc2c1=O | -4 | -14 | 7 | 5 | 7 | -1 | -13 | -36 | -0.2
COc1ccc(/C=C/C(=O)c2ccc3c(c2)OCO3)cc1OC | -4 | 0 | -19 | -11 | 4 | 1 | 3 | -9 | 0.3
COc1ccc(C2=NOC(C(=O)N3CCN(C(=O)c4ccco4)CC3)C2)cc1OC (stereo not drawn) | -2 | -13 | -16 | -11 | 8 | 2 | 2 | -2 | 2.7
CC1CCN(S(=O)(=O)c2cnc[nH]2)CC1 | -2 | -11 | 6 | 4 | 8 | 0 | 8.5* | 12 | 3.6
CC1CN(c2cc(-c3ccccc3)c3ccccc3n2)CC(C)O1 (stereo not drawn) | -4 | 7 | -7 | -5 | -7 | -2 | -2 | -31 | 0.1
O=C(/C=C/c1ccco1)N1CCN(S(=O)(=O)/C=C/c2ccccc2)CC1 | -6 | 1 | -8 | -10 | 2 | 1 | -7 | -11 | -0.1
CCCCCn1c(=NC(=O)c2ccco2)c(C(=O)OCC)cc2c(=O)n3ccccc3nc21 | -5&-13 | -13&6 | -10&-11 | 9&-6 | 1&-5 | 2&4 | 1 | -15 | -0.6&0.2
Nn1cnc2c(c1=O)C1(CCCCC1)Cc1ccccc1-2 | -8 | -7 | -7 | 0 | 14 | 0 | -7 | -18 | 0.1
C=CCn1c(SCC(=O)Nc2cc3oc4ccccc4c3cc2OC)nnc1-c1cnccn1 | -5 | -18 | -9 | -2 | 9 | -1 | 0 | -12 | -0.5
CCOC(=O)c1c(NC(=O)c2ccco2)sc2c1CCCC2 | -3 | -10 | -8 | 4 | 2 | 0 | -6 | -5 | -0.2
N#Cc1ccc(CSc2nnc(-c3cccs3)n2-c2ccccc2)cc1 | -4 | 0 | -7 | 8 | 4 | 2 | -10 | -22 | 3.3
CCS(=O)(=O)Nc1ccc(C(=O)CC2(O)C(=O)Nc3ccccc32)cc1 (stereo not drawn) | -2 | -2 | 9 | 9 | 14 | 1 | -13 | 5 | -0.1
O=C(Nc1ccc2c(c1)C(=O)NC2=O)c1ccc(Cl)s1 | -5 | -13 | 13 | 1 | 6 | 1 | -4 | -5 | -0.3
Cc1ccc(SC(C)C(=O)Nc2ccccc2C(=O)N2CCOCC2)cc1 (stereo not drawn) | -4 | -7 | -2 | -14 | 5 | 4 | -13 | -12 | 1.5
O=C(Oc1ccc2c(=O)c(Oc3ccc4ccccc4c3)coc2c1)c1cncc(Br)c1 | 0 | -24 | 0 | 7 | 2 | 1 | -19 | -9 | 0.1
COc1ccccc1CNC(=O)C(C)Oc1ccccc1 (stereo not drawn) | -3 | -8 | -3 | 1 | 3 | 0 | -6 | -11 | 0.3

4 entries drawn at random from those above, as already listed:
SMILES | CHRM1 agonist | CHRM1 antagonist | CHO-K1 Ca antag | CHRM4 antagonist | CHRM1 PAM | CHRM4 agonist | OXTR potentiate | CHO parental Ca | M1 ag parental
CCS(=O)(=O)Nc1ccc(C(=O)CC2(O)C(=O)Nc3ccccc32)cc1 (stereo not drawn) | -2 | -2 | 9 | 9 | 14 | 1 | -13 | 5 | -0.1
COc1ccc(N2CCN(CCNC(=O)Nc3ccc(C)c(Cl)c3)CC2)cc1 | -1 | -14 | -12 | -2 | 11 | 10 | -19 | -2 | 18*
CCC(O)(C(=O)Nc1ccccc1C(F)(F)F)c1ccccc1OC (stereo not drawn) | -4 | 3 | -14 | 4 | 10 | -1 | -1 | -28 | -0.4
CC1CN(c2cc(-c3ccccc3)c3ccccc3n2)CC(C)O1 (stereo not drawn) | -4 | 7 | -7 | -5 | -7 | -2 | -2 | -31 | 0.1

Other entries.
SMILES | CHRM1 agonist | CHRM1 antagonist | CHO-K1 Ca antag | CHRM4 antagonist | CHRM1 PAM | CHRM4 agonist | OXTR potentiate | CHO parental Ca | M1 ag parental
COc1ccc(-c2[nH]nc(-c3ccccc3)c2-c2nc3ccccc3[nH]2)cc1 | 3 | -8 | -4 | -16 | 8 | 2 | -18 | -20 | 0.2
Cc1ccc2oc(=O)cc(CN3CCC(C)CC3)c2c1 | -5 | -4 | 3 | 8 | 5 | -1 | 2 | -8 | 0.5
CC(C)[C@H](NC(=O)c1ccc(Cl)cc1)C(=O)OCC(=O)N1CCN(c2ccccc2)CC1 | -4 | -12 | -10 | 2 | 1 | 4 | 1 | -25 | -0.1
CC(C)NC(=O)c1ccccc1NC(=O)C(C)Oc1ccccc1 (stereo not drawn) | -2 | -5 | 1 | -15 | 10 | 3 | -2 | -18 | 1.1
CCn1cc(/C=N/O)c(C)n1 | -4 | -9 | -9 | -7 | 8 | 1 | -2 | -7 | 0.7
Cc1cc(C)c(S(=O)(=O)N2CCCc3ccccc32)c(C)c1 | -6 | -4 | -12 | 3 | 2 | -1 | -9 | 2 | 1.1
Cc1cc(C(F)(F)F)nn1CC(=O)Nc1ccc(Br)c2cccnc12 | -4 | -5 | -1 | 1 | 0 | 0 | -3 | -15 | 0.2
COc1cccc(OC2(C)CCN(Cc3cccn3-c3nccs3)C2)c1 (stereo not drawn) | -8 | 21 | 20 | 10 | -15 | 2 | · | · | 8.9
Cc1cc(NC(=O)CSc2nc3ccccc3c(=O)n2C2CCCC2)no1 | 3 | 1 | -1 | -7 | 5 | 0 | -6 | -26 | -0.1
Cc1ccc(C(=O)NCC(=O)N/N=C/c2cccs2)cc1C | 1 | 3 | -10 | 12 | 3 | 2 | 1 | -9 | -0.1
CN(C)C=NC(=O)/C(C#N)=C/c1ccccc1 | -4 | 6 | 8 | -7 | 1 | 1 | -5 | 1 | 0.3
CCOc1ccc(NC(=O)CN(C)C(=O)c2ccc(N3CCCC3)c([N+](=O)[O-])c2)cc1OCC | -1 | 4 | 12 | -9 | 9 | 0 | 1 | -36 | -0.4
CN1CCN(S(=O)(=O)CC2(C)C3CCC2(C)C(=O)C3Br)CC1 (stereo not drawn) | -1 | -13 | -2 | 8 | 14 | 0 | -4 | -21 | 0.2
COc1ccccc1OCC(=O)NC1CCCCCC1 | -5 | -4 | -9 | -5 | 10 | 1 | 3 | -10 | 2.8
CC1(C)Cc2c(c(N3CCCC3)nc3sc4c(N5CCN(CCO)CC5)ncnc4c23)CO1 | -11 | -4 | -16 | -7 | 3 | 6 | 2 | -18 | 1.7

Compound activity: PubChem, The Scripps Research Institute Molecular Screening Center
